# rTrxR1 inhibitor: rat TrxR1 inhibition; O89049; recombinant rTrxR1, NADPH fluorescence consumption, selenite substrate; Potency, µM (top dose mostly 114 µM), without a hit: at the highest dose activity change, negative = inhibition, actives largely listed as inhibitors; 1% of 390,000 active; further: potency means the concentration at half of the fitted maximal effect; on the % scale 0 is the no-effect control and ±100 the full control effect; nearly all actives have a fitted effect of over 65% in size
#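 Rat TrxR1 (90 nM in the dispensed reagent) was pre-reduced with 400 uM NADPH for 5 min at room temperature, then incubated with compound for 15 min. After 400 uM selenite was added, NADPH fluorescence (Ex 340/Em 450 nm) was followed for 8 min.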
# TrxR1 substrate: substrates of rat thioredoxin reductase 1; Potency, µM (titrated, usually from 114 µM), without a hit: at the highest dose activity change, negative = substrate turnover; AID 588456; 0.01% of 390,000 active; purified TrxR1 substrate turnover, NADPH consumption readout; further: potency means the concentration at half of the fitted maximal effect; on the % scale 0 is the no-effect control and ±100 the full control effect; nearly all actives have a fitted effect of over 50% in size
#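 Rat TrxR1, dispensed at 90 nM, was prereduced with 400 uM NADPH (final) for 5 min at ~22 deg C, then incubated with compound 15 min before 400 uM selenite. A first-read NADPH fluorescence drop versus no-compound background flagged substrates.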
# IDH1 R132H inh: blocks human mutant IDH1 R132H enzyme; O75874; IDH1-R132H enzyme, NADPH consumption, diaphorase/resazurin fluorescence; Potency, µM (top dose mostly 76.6 µM), for the others: at the top dose activity change, negative = inhibition, usual class: inhibitors; 0.093% of 390,000 active; AID 602179; further: potency means the concentration at half of the fitted maximal effect; on the % scale 0 is the no-effect control and ±100 the full control effect; nearly all actives have a fitted effect of over 65% in size
#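 IDH1-R132H (0.5 ug/mL) preincubated 30 min with compound, then NADPH (0.016 mM) and alpha-KG (2 mM) added; 80 min at RT, pH 7.5. Remaining NADPH coupled via diaphorase/resazurin to fluorescence (540/590 nm); concentration-response curves normalized to no-enzyme control.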
# PI4K2A inh: blocks human PI4K2A kinase activity | Q9BTU6 | purified PI4K2A, ADP-Glo luminescence, 1 h; hits give low values | activity change, negative = inhibition, % at 76.9 µM | 0.13% of 420,000 active; in the data active means activity change below about -50%; inconclusive means mostly about -30% to -49%;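 further: -100% = wells without enzyme as full effect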
#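 In this quantitative HTS, ADP production by PI4K2A was quantified luminescently after 1 h at ambient temperature; 100 microM adenosine served as plate-quality control.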
# HP1b binding inh: blocks HP1-beta chromodomain binding to methylated histone tails; AID 540317; Potency, µM (top dose mostly 114 µM), for inactives: at the top dose activity change, negative = inhibition, hits mostly inhibitors; 0.56% of 390,000 active; AlphaScreen HP1-beta / biotin-H3K9me3 peptide binding; further: potency means the concentration at half of the fitted maximal effect; nearly all actives have a fitted effect of over 70% in size; inactives centre near 23
#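 Compound inhibition of the preformed complex between 50 nM HP1-beta and 50 nM biotinylated H3K9me3 peptide was read by AlphaScreen. Buffer was PBS pH 7.4 with 0.01% Tween-20. Incubations ran 30 min at room temperature, with 10 ug/mL donor/acceptor beads.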
# Pin1 inhibitor: blocks the human prolyl isomerase Pin1. Q13526. AID 504891. Pin1 FP peptide displacement, HiFluor488, 10 min. 0.009% of 390,000 active. Potency, µM (highest dose often 115 µM), for the others: top-dose activity, negative = inhibition, hits mostly inhibitors; active means well fitted inhibition curve with a large enough effect in the polarisation, with a control signal flat, not every such curve was filed as active; inconclusive means small, poorly fitted or top-dose-only effect, or effect the other way, or a change in a side signal; inactive means no such curve, though single readings can be large or run the other way; the % refers to the polarisation; further: potency means the concentration at half of the fitted maximal effect; on the % scale 0 is the no-effect control and ±100 the full control effect
# Target sequence (Q13526 whole entry, looked up): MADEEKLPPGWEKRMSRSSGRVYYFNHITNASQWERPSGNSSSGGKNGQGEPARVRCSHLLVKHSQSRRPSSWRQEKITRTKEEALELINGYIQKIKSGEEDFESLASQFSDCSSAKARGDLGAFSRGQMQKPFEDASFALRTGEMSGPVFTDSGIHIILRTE
# GLS inhibitor: inhibitors of human glutaminase (GLS). O94925. GLS enzymatic activity, qHTS titration. Potency, µM (top dose mostly 45.5 µM), without a hit: at the highest dose activity change, negative = inhibition, most hits filed as inhibitors. 0.21% of 410,000 active. AID 624170; further: potency means the concentration at half of the fitted maximal effect; on the % scale 0 is the no-effect control and ±100 the full control effect
#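 Coupled fluorescence readout: glutamate oxidase/HRP/Amplex Red detect glutamate formed by hKGA from L-glutamine (1 mM solution added). Buffer 45 mM KH2PO4 pH 8.2, 0.02% Tween-20; reads at t0 and 30 min RT.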
# USP1 inh: USP1/UAF1 (human) deubiquitinase inhibition; O94782; recombinant USP1/UAF1, Ub-Rhodamine cleavage fluorescence; Potency, µM (series often up to 57.1 µM), inactives show at the top dose activity change, negative = inhibition, most hits filed as inhibitors; 0.23% of 390,000 active; further: potency means the concentration at half of the fitted maximal effect; on the % scale 0 is the no-effect control and ±100 the full control effect; nearly all actives have a fitted effect of over 60% in size; inactives centre near -12
# Target sequence (O94782 whole entry, looked up): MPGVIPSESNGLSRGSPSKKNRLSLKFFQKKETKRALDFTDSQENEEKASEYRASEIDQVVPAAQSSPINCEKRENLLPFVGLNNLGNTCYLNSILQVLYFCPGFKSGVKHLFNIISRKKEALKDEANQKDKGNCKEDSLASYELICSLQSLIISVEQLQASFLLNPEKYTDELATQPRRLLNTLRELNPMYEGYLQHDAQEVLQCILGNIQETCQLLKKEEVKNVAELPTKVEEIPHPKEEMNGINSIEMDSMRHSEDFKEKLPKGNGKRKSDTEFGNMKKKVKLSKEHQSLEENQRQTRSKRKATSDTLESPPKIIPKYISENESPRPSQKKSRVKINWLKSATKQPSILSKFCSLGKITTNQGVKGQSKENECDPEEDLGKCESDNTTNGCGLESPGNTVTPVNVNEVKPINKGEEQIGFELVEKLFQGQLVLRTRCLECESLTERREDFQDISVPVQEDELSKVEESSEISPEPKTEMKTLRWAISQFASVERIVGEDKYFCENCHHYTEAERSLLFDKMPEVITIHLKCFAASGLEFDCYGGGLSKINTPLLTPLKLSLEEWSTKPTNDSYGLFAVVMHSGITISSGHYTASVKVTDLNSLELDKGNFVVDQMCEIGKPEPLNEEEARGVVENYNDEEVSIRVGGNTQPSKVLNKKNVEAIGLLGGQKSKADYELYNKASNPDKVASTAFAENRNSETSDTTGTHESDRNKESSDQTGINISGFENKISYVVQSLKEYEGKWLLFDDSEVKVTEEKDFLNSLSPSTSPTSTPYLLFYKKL
#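 In this screen, compounds sit with the deubiquitinase complex (1nM) for 15 min at room temperature before Ub-Rho is added at 150nM final. Fluorescence rise is then followed for 6 reads every 60 seconds.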
# Tb PGK inh: T. brucei PGK inhibition; PGK/GAPDH coupled, Kinase-Glo luminescence, 60 min; Potency, µM (highest dose often 57.5 µM), for inactives: at the top dose activity change, negative = inhibition, actives largely listed as inhibitors; 0.043% of 380,000 active; further: potency means the concentration at half of the fitted maximal effect; on the % scale 0 is the no-effect control and ±100 the full control effect; nearly all actives have a fitted effect of over 60% in size
#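 Recombinant glycosomal PGK reaction used 1,3-bisphosphoglycerate generated in-well by GAPDH (100nM final) in 100mM TEA pH 7.6, 5mM MgCl2, 0.01% Tween-20. After 60 minutes at room temperature, ATP was read by Kinase-Glo Plus luminescence end-point.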
# * marks the source's active call; other numbers are inactive results; i = inactive; u = inconclusive; x = no result given; & = joins results of further samples; [ ] = dose if it differs, or a comment. Unless noted, the call rests on the fitted dose curve; in most records, active means well fitted curve in the direction sought with a large enough effect; inconclusive means small, poorly fitted or top-dose-only effect, or another doubt; inactive means no such curve, though single readings can be large; an effect the other way counts as inactive or inconclusive. The list is partial; count on the stated rates, not on these rows.
compound | HP1b binding inh | Pin1 inhibitor | IDH1 R132H inh | Tb PGK inh | rTrxR1 inhibitor | USP1 inh | GLS inhibitor | TrxR1 substrate | PI4K2A inh
O=C(Nc1ccccn1)c1ccc(Br)c(S(=O)(=O)N2CCCCC2)c1 | 15.3% | -27.7% | 6.8% | -0.7% | -14.0% | 0.0% | 7.4% | 42.4%[activator] | -0.6
Cc1ccc(-n2c(N)c(C#N)c(-c3ccc(Cl)cc3)c(C#N)c2=O)cc1 | 35.5%[activator] | 4.1% | 12.9% | i | 9.4%[57.1 µM] | -15.1% | 0.2% | 79.9% | 1.7
COc1ccc(S(=O)(=O)N2CCCC2)c(C)c1C | 21.1% | -0.3% | 11.6% | 6.0% | 1.8% | -12.1% | -4.2% | -3.7% | 2.9
COc1ccc(C(=O)Nn2c(C)nc3ccccc3c2=O)cc1[N+](=O)[O-] | 12.8% | -4.8% | 7.5% | x | 8.3% | -10.2% | -7.0% | -5.6% | 4.2
CC1CCC2(CC1)NC(=O)N(NC(=O)c1cc3ccccc3o1)C2=O (configuration not stated) | 25.4% | -9.8% | 9.4% | -5.3% | 8.4% | -13.5% | -8.9% | 3.1% | 7.0
S=C(NCCc1ccccc1)N1CCCCC1 | 38.8% | 2.4% | 3.7% | i | 12.0% | -17.7% | -4.8% | 0.0% | 4.2
O=c1oc2ccccc2c(O)c1C=NCc1ccccn1 | 43.9%[activator] | -6.3% | 2.2% | -6.6% | -7.7% | -17.4% | -0.1% | -7.5% | -9.8
COc1cc(/C=N/NC(=O)c2cc(C)oc2C)ccc1OCc1ccccc1 | 30.5% | 3.8% | 3.1% | -10.7% | 13.1% | u | -17.0% | -4.7% | -8.4
O=C(CCCOc1ccccc1)Nc1cccc(S(=O)(=O)N2CCCCC2)c1 | 40.4% | 5.6% | 1.7% | -1.8% | 2.0% | -24.7% | -8.1% | -10.2% | -4.1
CCN(CCCNC(=O)Cn1ncc2c([nH]c3ccccc32)c1=O)Cc1ccccc1 | 26.8% | 1.3% | -0.1% | 0.2% | 9.0% | 10.1% | 18.9% | -5.0% | -2.5
Cc1ccn2c(Nc3ccccc3C)c(-c3cccnc3)nc2c1 | 13.2%&18.3% | u | 0.0%&1.6% | -11.1%&-8.2% | 8.1%&0.8% | -21.9%&-10.0% | 0.5%&7.7% | 2.1%&-0.9% | 7.8&1.2
CCOC(=O)CCC(=O)N1CCOCCOCCN(C(=O)CCC(=O)OCC)CCOCC1 | 71.3%[activator] | -9.5% | 2.6% | 3.9% | 7.7% | -17.2% | -9.5% | 5.1% | 2.2
Cc1ccc(C2C(=O)N(C3CCCCCC3)CC(=O)N2C(C)C)cc1 (configuration not stated) | 29.9% | -2.7% | -9.1% | -1.3% | 26.2%[57.1 µM] | -20.0% | 2.3% | 6.6%[57.1 µM] | 2.7
CCOc1nc2ccccc2nc1NS(=O)(=O)c1ccccc1 | 39.3%[activator] | 1.7% | -1.7% | x | -0.5% | -11.8% | -3.9% | 2.8% | -0.8
CC(C)c1ccc(/C=C/C(=O)NC(=S)NN2CCOCC2)cc1 | 22.8% | -10.2% | 11.7% | -1.2% | 20.1% | -20.4% | 16.8% | 1.8% | 0.2
Cc1cc(C(=O)OCC(=O)Nc2cc(C(F)(F)F)ccc2N2CCOCC2)c(C)o1 | 60.7%[activator] | -3.8% | 3.4% | 6.6% | 7.4% | -21.3% | 2.9% | -1.3% | -4.3
Cc1c(S(=O)(=O)N2CCC(C)CC2)c(=O)n(C)c(=O)n1C | 7.0% | -5.7% | 1.7% | -8.7% | 11.1%[57.1 µM] | -19.6% | 0.0% | 5.5%[57.1 µM] | 1.9
Cc1c(NC(=O)c2cc(-c3ccc(O)cc3)on2)c(=O)n(-c2ccccc2)n1C | 87.4%&39.5%[activator] | -5.3%&1.4% | 7.8%&21.0% | -6.2%&0.5% | -3.6%&3.9% | -2.1%&-28.2% | u | 7.6%&-1.3% | -4.7&0.0
Cc1ccc2nc(CN3CCN(S(=O)(=O)c4ccc(C)c(C)c4)CC3)oc2c1 | 39.3%[activator] | -8.1% | -3.3% | -8.9% | 3.0%[57.1 µM] | -12.1% | -0.4% | -2.2%[57.1 µM] | -1.5
CC[C@H](C)[C@H]1CNC(=S)N1CC1CCN(CC2CCC(C)CC2)CC1 (some centres not stated) | 29.3% | 0.5% | -10.1% | -2.2% | 25.2% | -9.3% | -3.7% | 0.3% | 0.3
Cc1ccc(CC(=O)Nc2ccncc2)cc1 | 46.2%[activator] | -0.8% | 9.8% | x | 20.0% | -5.2% | -0.2% | -2.4% | -3.5
NNc1nccc(Nc2ccccc2C(=O)O)n1 | -21.7% | -12.1% | 11.5% | -9.6% | -23.3% | -10.9% | u | -10.5% | -3.0
CCC(=O)N1CCc2cc(S(=O)(=O)NC(Cc3ccccc3)C(=O)NC3CCCCC3)ccc21 (configuration not stated) | -14.8% | 48.7%[activator] | 0.1% | -1.8% | 17.9% | -7.0% | 10.8% | 8.1% | -9.6
CC(=O)c1ccc(N(C)C)c2c(N(C)C)cccc12 | 41.0%[activator] | -7.9% | 6.4% | -17.5% | 10.2%[57.1 µM] | -15.5% | 15.6% | 10.1%[57.1 µM] | -0.2
Cc1nn(C(C)C(=O)O)c2ccccc12 (configuration not stated) | -0.1% | 4.6% | 1.9% | -3.6%[11.5 µM] | 18.5% | 2.4% | -2.5% | 6.2% | 0.6
Cc1csc(NC(=O)C(NS(=O)(=O)c2ccc(Br)s2)c2ccccc2)n1 (configuration not stated) | 23.7% | -3.3% | -0.4% | 2.6% | 13.2%[57.1 µM] | -11.7% | 4.0% | 9.5%[57.1 µM] | -4.7
CC(=O)Nc1ccc2nc(-c3cc(C)ccc3C)[nH]c2c1 | 23.1% | -8.5% | -14.3% | i | 10.7% | -7.6% | -8.7% | 143.7%[activator] | 1.3
Nc1cccc(-c2nc3ccccc3s2)c1 | 63.8%[activator] | 0.1% | 6.1% | -13.8% | 3.0% | -19.6% | 8.1% | 33.8% | -25.9
N#Cc1cnn(-c2ccc(F)cc2)c1N | 37.4% | -0.9% | -0.9% | -5.2% | 16.1%[57.1 µM] | -11.4% | 12.1% | 2.9%[57.1 µM] | 2.1
CNC(=S)N(CCCn1ccnc1)Cc1c(F)cccc1Cl | 7.6% | -5.1% | 7.7% | i | -0.8% | -7.6% | -7.4% | -3.1% | 0.0
O=C(O)CCC(=O)N1CCc2cc(S(=O)(=O)NCc3ccc(F)cc3)ccc21 | 26.0% | -1.1% | 18.9% | i | 10.8% | 3.3% | 2.5% | 2.1% | -9.2
CC(C)CCn1cnc2c(oc3nc4c(cc32)CCCC4)c1=O | 49.6%[activator] | 2.4% | 4.2% | -8.5% | -21.7% | -15.2% | 1.4% | -5.0% | -7.7
COc1ccc(S(=O)(=O)/C(C#N)=C/Nc2ccc(NC(C)=O)cc2)cc1 | 21.7% | 15.2% | 1.2% | -3.3% | 14.6% | -21.3% | -1.8% | -3.0% | -0.8
CCN1C/C(=C/c2ccc(N3CCOCC3)cc2)C(=O)/C(=C/c2ccc(N3CCOCC3)cc2)C1 | -8.2% | u | 2.9% | u | u | u | -1.8% | -20.0% | -6.4
CC(=O)Nc1ccc(-c2nnc(SCC(=O)n3c4c(c5ccccc53)CCCC4)n2C)cc1 | 18.9% | -5.3% | 2.6% | -5.8% | -4.8% | -19.1% | 1.6% | -6.7% | -0.1
CCCC(C)NC(=O)c1ccc(C2SCC(=O)N2Cc2ccco2)cc1 (configuration not stated) | 19.3% | 1.1% | 3.2% | 3.1% | -32.8% | -18.6% | 8.5% | -0.6% | -2.4
CCN(CC(=O)Nc1c(F)cccc1F)C(=O)C1CC(=O)N(CCc2ccccc2)C1 (configuration not stated) | 1.5% | -6.4% | 14.6% | -9.9% | 4.4% | -15.7% | 0.9% | 4.1% | -1.0
COc1cccc(-c2nc(SCC(=O)Nc3ccc4c(c3)OCCO4)c(-c3ccccc3)[nH]2)c1 | 17.1% | 36.5%[activator] | 6.4% | -4.9% | -0.7% | -24.1% | -18.5% | 2.7% | -1.1
Cc1cc(=O)n(Cc2cccc(Cl)c2)c2c1c(C)nn2-c1ccccc1 | 54.8%[activator] | -2.2% | 9.7% | 9.8% | 12.4%[57.1 µM] | 10.2% | -4.3% | 1.8%[57.1 µM] | 2.2
Cc1cc(C)c(NC(=O)C(=O)NCc2ccco2)c(C)c1 | 7.2% | 7.7% | 1.5% | -0.1% | 14.3%[57.1 µM] | -10.5% | 6.3% | 12.5% | 0.6
CCc1ccc(/C=N/NC(=O)c2cc(-c3ccncc3)nc3ccccc23)s1 | 5.7% | -0.1% | -24.9% | -2.7% | -8.1% | 0.6% | 0.5% | -9.3% | 1.7
CC1CCC(C(C)C)C(OC(=O)Cn2nnc3c(cnn3-c3ccccc3)c2=O)C1 (configuration not stated) | 19.5% | -8.3% | 1.3% | -0.2% | 13.2% | -15.0% | -9.0% | -3.4% | 6.6
COc1ccccc1OCc1ccc(C(=O)N2CCN(C(=O)c3ccco3)CC2)cc1 | 1.1% | 0.5% | 2.5% | -8.7% | -16.0% | -5.0% | 10.7% | -5.0% | 3.8
CCOc1ccccc1NC(=O)c1ccc2c(Cl)c3c(nc2c1)CCCC3 | 61.2%[activator] | -2.4% | 7.8% | -1.4% | 17.8% | -29.4% | -0.5% | 2.1% | 6.4
CC(C)C(=O)Nc1nnc(CCN2CCCCC2)s1 | 12.4% | -2.4% | -2.8% | 3.7% | 6.9% | -14.4% | -0.4% | -3.7% | 1.5
